Tau filament bind = qHTS Assay for Tau Filament Binding. Microtubule-associated protein tau (Homo sapiens), P10636. 2% of 71,000 active. recombinant tau filaments, thioflavin S fluorescence, 15 h; filaments grown with octadecylsulfate alongside compound. Potency, µM (titrated, usually from 57.1 µM), for the others: at the highest dose activity change, negative = inhibition;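 further: potency means the concentration at half of the fitted maximal effect; on the % scale 0 is the no-effect control and ±100 the full control effect; actives lower thioflavin S fluorescence by blocking filaments or displacing dye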
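Tau 2 uM in ThS buffer dispensed; compound added; 60 uM ODS added (finals 1 uM tau, 30 uM ODS); 15 h 37 C; fluor ex450/em510.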
TexasRed autofl = qHTS Assay for Spectroscopic Profiling in Texas Red Spectral Region. max dye-equivalent concentration, M. 0.06% of 59,000 active. Compound fluorescence, Texas Red channel, 547/618 nm; stronger effect = higher value; in the data active means max dye-equivalent concentration above about 10 nM; inconclusive means between about 1.1 nM and that limit
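Dye-equivalent concentrations come from scaling compound signal (ex 547, em 618 nm) to six Texas Red standard concentrations run on every plate, after 15 min room-temperature incubation in pH 8.0 Tris (100 mM).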
FLuc inh = qHTS Assay for Inhibitors of Firefly Luciferase; purified firefly luciferase, luminescence, 8 min; Potency, µM (doses to about 57.1 µM), for the others: at the highest dose activity change, negative = inhibition, actives largely listed as inhibitors; 2.2% of 72,000 active; further: potency means the concentration at half of the fitted maximal effect; on the % scale 0 is the no-effect control and ±100 the full control effect; nearly all actives have a fitted effect of over 40% in size
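Inhibition of light generation by firefly luciferase from ATP and luciferin was profiled with concentration-response curves per sample, ATP held at 10 uM within the enzyme's linear range. Plates were read by luminescence after an 8-minute ambient incubation.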
Pol III holo inh = qHTS Assay for Inhibitors of DNA Polymerase III Holoenzyme System; reconstituted DNA polymerase III holoenzyme replication, biochemical; Potency, µM (doses to about 57.1 µM), for inactives: at the top dose activity change, negative = inhibition; 0.25% of 71,000 active; AID 603, 2007; further: potency means the concentration at half of the fitted maximal effect; on the % scale 0 is the no-effect control and ±100 the full control effect
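Reconstituted *E. coli* holoenzyme (0.35 nM Pol III, 1 nM beta, 154 nM SSB, 2 nM primase) was preincubated with compound for 15 min at RT. Synthesis on 1.4 nM ssM13Gori ran 35 min, then was stopped with PicoGreen/EDTA and read as dsDNA fluorescence.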
Hsp90 Hop PPI = qHTS Assay for Disrupters of an Hsp90 Co-Chaperone Interaction; AlphaScreen TPR2A-His6 binding biotin-Hsp90 C-terminal peptide; 0.44% of 71,000 active; Potency, µM (doses to about 57 µM), for the others: top-dose activity change, negative = inhibition; AID 595, 2007; active means well fitted curve in either direction with a large enough effect; inconclusive means small, poorly fitted or top-dose-only effect, or another doubt; further: potency means the concentration at half of the fitted maximal effect; on the % scale 0 is the no-effect control and ±100 the full control effect; many of its hits are not listed in these tables
Rhodamine autofl = qHTS Assay for Spectroscopic Profiling in Rhodamine Spectral Region; 0.05% of 59,000 active; Rhodamine-region fluorescence, 547/598 nm, Tris buffer; stronger effect = higher value; max dye-equivalent concentration, M; AID 594, 2007; in the data active means max dye-equivalent concentration above about 11 nM; inconclusive means between about 1.1 nM and that limit
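Intrinsic compound fluorescence, ex 547 / em 598 nm, CCD imager. Tris 100 mM pH 8.0; 15 min RT. Output = rhodamine dye-equivalent concentration at each compound concentration.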
ERK AVP block = qHTS Assay for Inhibitors of the ERK Signaling Pathway using a Homogeneous Screening Assay. HEK293-V1b, vasopressin-stimulated pERK AlphaScreen. Potency, µM (doses to about 57.5 µM), without a hit: at the highest dose activity, negative = inhibition, hits mostly inhibitors. 0.99% of 72,000 active. AID 995, 2007; further: potency means the concentration at half of the fitted maximal effect; on the % scale 0 is the no-effect control and ±100 the full control effect; nearly all actives have a fitted effect of over 55% in size
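HEK293 cells stably expressing V1b receptor, preincubated 30 min at 37 °C with compound, then stimulated 5 min with 25 nM vasopressin. Phospho-ERK by AlphaScreen SureFire after 5 h RT; normalized to DMSO and vasopressin; AC50 by Hill fit.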
HBB splice mod = qHTS Assay for Modulators of Hemoglobin Beta Chain Splicing | HBB splicing reporter cell assay, activation; EGFP reporter with mutant IVS2-654 intron; response scale: normalised to 500 nM splice-correcting PNA | Potency, µM (series often up to 46.1 µM), inactives show at the highest dose activation, usual class: activators | 0.06% of 65,000 active | AID 925, 2007; further: potency means the concentration at half of the fitted maximal effect; 0% is about no effect
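Compounds were applied for 2 days to HeLa EGFP-654 cells, 500/well in Optimem with 2% FCS. The reporter's EGFP is disrupted by mis-splicing of beta-globin intron IVS2-654. Readout: summed well GFP fluorescence from 488 nm laser scanning; reference was 500 nM antisense […] 654 PNA.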
HADH2 inh = qHTS Assay for Inhibitors of HADH2 (Hydroxyacyl-Coenzyme A Dehydrogenase, Type II) | recombinant HADH2, NADH fluorescence, beta-hydroxybutyryl-CoA | 3-hydroxyacyl-CoA dehydrogenase type-2 (Homo sapiens), Q99714 | 3.4% of 73,000 active | Potency, µM (titrated, usually from 57.1 µM), for the others: at the top dose activity change, negative = inhibition, hits mostly inhibitors; further: potency means the concentration at half of the fitted maximal effect; on the % scale 0 is the no-effect control and ±100 the full control effect; nearly all actives have a fitted effect of over 60% in size; many of its hits are not listed in these tables
Target sequence (Q99714 whole entry, looked up, one chain of several): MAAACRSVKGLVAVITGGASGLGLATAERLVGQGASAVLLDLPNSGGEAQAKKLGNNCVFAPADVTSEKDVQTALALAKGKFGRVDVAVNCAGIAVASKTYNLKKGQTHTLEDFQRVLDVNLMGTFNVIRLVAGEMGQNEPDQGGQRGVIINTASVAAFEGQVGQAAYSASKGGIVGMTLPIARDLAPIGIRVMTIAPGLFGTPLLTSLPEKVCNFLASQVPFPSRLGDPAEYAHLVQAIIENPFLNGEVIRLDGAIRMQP
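E. coli-expressed His-tagged HADH2 tested at 20 nM in alkaline Tris buffer (pH 9.0); oxidation of 90 uM beta-hydroxybutyryl-CoA with 1 mM NAD+ tracked fluorimetrically for 4 min.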
15-hLO inh = qHTS Assay for Inhibitors of 15-hLO (15-human lipoxygenase); Potency, µM (titrated, usually from 57.1 µM), without a hit: top-dose activity change, negative = inhibition, hits mostly inhibitors; 1.4% of 74,000 active; purified 15hLO-1, xylenol orange hydroperoxide absorbance; Polyunsaturated fatty acid lipoxygenase ALOX15 (Homo sapiens), P16050; AID 887, 2007; further: potency means the concentration at half of the fitted maximal effect; on the % scale 0 is the no-effect control and ±100 the full control effect; nearly all actives have a fitted effect of over 55% in size
Target sequence (P16050 whole entry, looked up): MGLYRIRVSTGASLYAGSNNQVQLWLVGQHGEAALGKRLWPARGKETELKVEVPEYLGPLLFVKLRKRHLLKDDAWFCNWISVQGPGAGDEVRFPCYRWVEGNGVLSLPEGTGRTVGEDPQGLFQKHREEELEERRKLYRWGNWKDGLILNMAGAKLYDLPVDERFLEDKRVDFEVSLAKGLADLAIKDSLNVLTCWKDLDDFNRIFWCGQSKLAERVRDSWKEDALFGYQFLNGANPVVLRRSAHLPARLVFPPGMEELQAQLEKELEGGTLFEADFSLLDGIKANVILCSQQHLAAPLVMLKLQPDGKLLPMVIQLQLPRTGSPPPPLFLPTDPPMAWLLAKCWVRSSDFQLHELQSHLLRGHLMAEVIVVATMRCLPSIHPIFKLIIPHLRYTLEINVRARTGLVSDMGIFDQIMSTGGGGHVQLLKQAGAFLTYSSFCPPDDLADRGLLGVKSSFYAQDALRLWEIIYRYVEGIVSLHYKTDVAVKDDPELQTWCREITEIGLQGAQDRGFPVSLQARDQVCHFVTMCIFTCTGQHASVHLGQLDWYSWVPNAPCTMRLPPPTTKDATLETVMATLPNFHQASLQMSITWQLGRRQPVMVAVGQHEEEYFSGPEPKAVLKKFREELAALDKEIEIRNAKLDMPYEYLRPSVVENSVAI
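Hydroperoxide formed from arachidonic acid (50 uM) by purified human 15hLO-1 (40 nM) oxidizes ferrous iron, and the ferric-xylenol orange complex is read at 573 versus 405 nm. Compounds were preincubated 15 min; reaction ran 6 min at room temperature.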
CRE Fsk mod = Cell signaling CRE-BLA (Fsk stim) | 2.5% of 71,000 active | Potency, µM (top dose mostly 38.2 µM), for the others: at the top dose activity change, negative = inhibition, usual class: activators | CHO CRE-bla reporter (cAMP response element driving beta-lactamase), forskolin EC10, beta-lactamase ratio; active means well fitted activation curve with a large enough effect in the signal ratio, with a control signal flat, not every such curve was filed as active; inconclusive means small, poorly fitted or top-dose-only effect, or effect the other way, or a change in a side signal; the % refers to the signal ratio; further: potency means the concentration at half of the fitted maximal effect; % of control where 0% means no effect
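qHTS titration format; CRE-bla CHO reporter; stimulus EC10 NKH 477, a water-soluble forskolin. Read: CCF4 460/530 nm ratio. Potency expressed as AC50 for activators or inhibitors.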
* = called active by the depositor; [ ] = remark or other dose. Unless noted, the call rests on the fitted dose curve; in most records, active means well fitted curve in the direction sought with a large enough effect; inconclusive means small, poorly fitted or top-dose-only effect, or another doubt; inactive means no such curve, though single readings can be large; an effect the other way counts as inactive or inconclusive.

Results for CCC(=O)N(CCCN(C)C)c1nc(-c2cc(OC)ccc2OC)cs1 ?
Tau filament bind: 29.8%; TexasRed autofl: inconclusive; FLuc inh: 1.0%; Pol III holo inh: -6.4%; Hsp90 Hop PPI: -6.7%; Rhodamine autofl: inactive; ERK AVP block: -20.8%; HBB splice mod: -1.6%; HADH2 inh: -1.5%; 15-hLO inh: -17.0%; CRE Fsk mod: 4.7%

How did COc1cc(C(=O)Nc2nc(-c3cccs3)cs2)cc(OC)c1OC do in these assays?
Tau filament bind: 31.8%; TexasRed autofl: inactive; FLuc inh: -0.4%; Pol III holo inh: -7.9%; Hsp90 Hop PPI: -1.7%; Rhodamine autofl: inactive; ERK AVP block: 3.16µM*; HBB splice mod: 3.9%[0.369 µM]; HADH2 inh: inconclusive; 15-hLO inh: 15.8µM*; CRE Fsk mod: inconclusive

Results for O=C(COc1ccc(F)cc1)NC1CC1 ?
Tau filament bind: -2.4%; TexasRed autofl: inactive; FLuc inh: 3.5%; Pol III holo inh: -5.7%; Hsp90 Hop PPI: -2.5%; Rhodamine autofl: inactive; ERK AVP block: -19.5%; HBB splice mod: 0.8%[57.5 µM]; HADH2 inh: -1.4%; 15-hLO inh: 5.0%; CRE Fsk mod: 2.4%

What do the screens show for `Cc1ccc2c(c1)N(CC(=O)N1CCCc3ccccc31)C(=O)C(C)O2` (stereo not given)?
Tau filament bind: -1.1%; TexasRed autofl: inconclusive; FLuc inh: 2.3%; Pol III holo inh: -3.5%; Hsp90 Hop PPI: -3.6%; Rhodamine autofl: inactive; ERK AVP block: inconclusive; HADH2 inh: 0.6%; 15-hLO inh: -2.0%; CRE Fsk mod: -2.7%

How did COc1ccc(-c2nnn(Cc3nn[nH]n3)n2)cc1OC do in these assays?
Tau filament bind: -0.3%; TexasRed autofl: inactive; FLuc inh: 1.8%; Pol III holo inh: -1.1%; Hsp90 Hop PPI: -0.7%; Rhodamine autofl: inactive; ERK AVP block: -10.7%; HADH2 inh: -14.2%; 15-hLO inh: -1.7%; CRE Fsk mod: -1.0%

What do the screens show for `COc1cc(C(=O)Nc2ccncc2)cc(OC)c1OC`?
Tau filament bind: 0.1%; TexasRed autofl: inactive; FLuc inh: 0.8%; Pol III holo inh: -3.2%; Hsp90 Hop PPI: 0.9%; Rhodamine autofl: inactive; ERK AVP block: -6.1%; HBB splice mod: -0.3%; HADH2 inh: 6.9%; 15-hLO inh: -2.8%; CRE Fsk mod: inconclusive

Results for Nc1nonc1-c1noc(N2CCCCC2)n1 ?
Tau filament bind: -3.3%; TexasRed autofl: inconclusive; FLuc inh: -25.0%; Pol III holo inh: -2.7%; Hsp90 Hop PPI: -0.5%; Rhodamine autofl: inactive; ERK AVP block: -0.7%; HBB splice mod: 1.2%[1.84 µM]; HADH2 inh: 4.3%; 15-hLO inh: -1.4%; CRE Fsk mod: -21.1%

What do the screens show for `COc1cccc(N)c1`?
Tau filament bind: -5.6%; Pol III holo inh: -5.5%; Hsp90 Hop PPI: 0.7%; ERK AVP block: -13.2%; HBB splice mod: -1.6%; HADH2 inh: 3.8%; 15-hLO inh: -9.4%; CRE Fsk mod: -15.4%

How did O=c1c2ccccc2oc2nc(C3CCCCC3)n(Cc3ccco3)c(=O)c12 do in these assays?
Tau filament bind: -13.1%; TexasRed autofl: inactive; FLuc inh: 2.4%; Pol III holo inh: -4.1%; Hsp90 Hop PPI: -2.4%; Rhodamine autofl: inactive; ERK AVP block: -14.6%; HBB splice mod: -0.1%; HADH2 inh: 4.0%; 15-hLO inh: -22.1%; CRE Fsk mod: inconclusive

Results for CC(=O)CC(C)(C)n1nnc(-c2ccccc2)n1 ?
Tau filament bind: -7.4%; TexasRed autofl: inconclusive; FLuc inh: -3.2%; Pol III holo inh: -5.7%; Hsp90 Hop PPI: 3.3%; Rhodamine autofl: inactive; ERK AVP block: 2.8%; HBB splice mod: 4.6%[1.84 µM]; HADH2 inh: 7.5%; 15-hLO inh: 1.8%; CRE Fsk mod: 24.5%

How did CCN(CC)S(=O)(=O)c1cccc2nsnc12 do in these assays?
Tau filament bind: -7.0%; TexasRed autofl: inconclusive; FLuc inh: 0.3%; Pol III holo inh: -11.9%; Hsp90 Hop PPI: 1.3%; Rhodamine autofl: inactive; ERK AVP block: -28.5%; HBB splice mod: -0.9%; HADH2 inh: -7.8%; 15-hLO inh: -1.8%; CRE Fsk mod: -4.6%

What do the screens show for `CCN(CC)CCNC(=O)CS(=O)Cc1nc(-c2ccccc2Cl)oc1C` (stereo not given)?
Tau filament bind: 8.6%; TexasRed autofl: inactive; FLuc inh: 0.6%; Pol III holo inh: 2.5%; Hsp90 Hop PPI: 0.3%; Rhodamine autofl: inactive; ERK AVP block: 26.7%; HBB splice mod: 0.4%; HADH2 inh: 4.7%; 15-hLO inh: -1.2%; CRE Fsk mod: inconclusive

How did COC(=O)c1ccc(C)c(NC(=O)Cn2cnc3ccccc3c2=O)c1 do in these assays?
Tau filament bind: 3.2%; TexasRed autofl: inactive; FLuc inh: 1.4%; Pol III holo inh: -5.4%; Hsp90 Hop PPI: 1.5%; Rhodamine autofl: inactive; ERK AVP block: -2.6%; HBB splice mod: 0.8%; HADH2 inh: 5.8%; 15-hLO inh: 4.6%; CRE Fsk mod: 1.5%

What do the screens show for `CS(=O)(=O)Nc1ccc(N2CCCCC2)c(Cl)c1`?
Tau filament bind: -4.7%; TexasRed autofl: inconclusive; FLuc inh: -0.6%; Pol III holo inh: 5.2%; Hsp90 Hop PPI: 1.1%; Rhodamine autofl: inactive; ERK AVP block: inconclusive; HBB splice mod: -0.7%; HADH2 inh: -5.3%; 15-hLO inh: 2.9%; CRE Fsk mod: 6.1%

Results for Cn1c(=O)[nH]c(=O)c2c1nc(NCCCn1ccnc1)n2Cc1ccccc1 ?
Tau filament bind: -4.6%; TexasRed autofl: inactive; FLuc inh: -5.1%; Pol III holo inh: 6.9%; Hsp90 Hop PPI: -7.3%; Rhodamine autofl: inactive; ERK AVP block: -8.3%; HBB splice mod: 3.8%; HADH2 inh: 9.6%; 15-hLO inh: 6.3%; CRE Fsk mod: -11.1%

Results for COc1cccc(CN2CCN(CC(=O)Nc3ccccc3Cl)CC2)c1 ?
Tau filament bind: -11.2%; TexasRed autofl: inactive; FLuc inh: 2.5%; Pol III holo inh: -0.2%; Hsp90 Hop PPI: -1.8%; Rhodamine autofl: inactive; ERK AVP block: 3.3%; HBB splice mod: 3.5%; HADH2 inh: -3.7%; 15-hLO inh: 5.5%; CRE Fsk mod: inconclusive

How did CCCSCCCNC(=O)c1cc2c(s1)CS(=O)(=O)C2 do in these assays?
Tau filament bind: -9.6%; TexasRed autofl: inactive; FLuc inh: -1.9%; Pol III holo inh: 2.7%; Hsp90 Hop PPI: -3.5%; Rhodamine autofl: inactive; ERK AVP block: 13.1%; HBB splice mod: 0.9%; HADH2 inh: 13.8%; 15-hLO inh: -5.9%; CRE Fsk mod: -5.0%

How did Cc1c(C(=O)N(Cc2cccs2)C2CCS(=O)(=O)C2)oc2ccccc12 (stereo not given) do in these assays?
Tau filament bind: -3.3%; TexasRed autofl: inactive; FLuc inh: 1.0%; Pol III holo inh: -3.9%; Hsp90 Hop PPI: -1.8%; Rhodamine autofl: inactive; ERK AVP block: -4.4%; HBB splice mod: 10.9%[0.369 µM]; HADH2 inh: 7.7%; 15-hLO inh: 3.9%; CRE Fsk mod: 3.3%

Source: PubChem (National Center for Advancing Translational Sciences (NCATS))

Not all compounds are listed, so the mix of outcomes need not match the whole.
